CHO-K1 Ca PAM: nonselective activator or artifact in parental CHO-K1 calcium assay; ATP EC20, Fluo-8 calcium fluorescence; 0% at ATP EC20, 100% at ATP max; activation, % at 3 µM; 360,000 compounds, 0.02% hits;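 active = activation above the run cutoff, the mean activation of all test compounds plus 3 SD, cut at about 40% in these data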;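 also: peak over basal fluorescence ratio in a 140 s read after ATP addition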
CHO-K1 Ca antag: counter-screen for M1 antagonists: effect in parental CHO-K1 cells; inhibition, % at 3 µM; AID 602250; ATP-induced calcium, Fluo-8 fluorescence; 360,000 compounds, 0.6% hits;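 active = inhibition above a per-plate cutoff, the plate's mean sample inhibition plus 3 SD, cut at about 24% in these data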;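 also: 0% = DMSO plus EC80 ATP and 100% = DMSO alone without ATP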
M5 ag: CHRM5 agonism in calcium assay | 360,000 compounds, 0.19% hits | P08912 | CHO-K1 hM5 cells, Fluo-8 calcium fluorescence; 0% DMSO wells, 100% maximal acetylcholine response | AID 624037 | activation, % at 3 µM;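 active = activation above the run's mean over test compounds plus 3 SD, cut at about 23% in these data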;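 also: signal is peak over basal fluorescence ratio across the kinetic read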
Target sequence (P08912 whole entry, looked up): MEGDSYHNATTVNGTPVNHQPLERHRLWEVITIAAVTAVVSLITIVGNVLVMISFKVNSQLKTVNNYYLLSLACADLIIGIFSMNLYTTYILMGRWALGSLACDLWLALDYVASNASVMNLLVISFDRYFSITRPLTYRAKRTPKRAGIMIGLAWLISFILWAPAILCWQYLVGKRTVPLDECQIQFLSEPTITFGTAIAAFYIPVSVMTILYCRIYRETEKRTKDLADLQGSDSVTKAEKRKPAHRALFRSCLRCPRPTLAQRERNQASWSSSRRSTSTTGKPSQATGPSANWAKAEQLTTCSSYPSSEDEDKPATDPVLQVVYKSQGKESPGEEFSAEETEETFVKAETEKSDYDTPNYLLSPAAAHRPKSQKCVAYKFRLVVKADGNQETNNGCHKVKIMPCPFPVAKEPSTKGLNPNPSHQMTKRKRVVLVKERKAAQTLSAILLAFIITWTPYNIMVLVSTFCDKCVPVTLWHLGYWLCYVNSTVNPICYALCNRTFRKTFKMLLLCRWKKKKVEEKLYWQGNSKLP
M1 ag parental: M1 agonist counterscreen hit in parental CHO-K1 cells; Fluo-8 calcium fluorescence; scaled to maximal ATP response, vehicle zero; activation, % at 3 µM; 360,000 compounds, 0.48% hits; AID 602248; in the data active = activation above about 15%;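 also: untransfected CHO-K1 host cells lacking M1 receptor as counterscreen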
CHRM5 PAM: positive allosteric modulators of human muscarinic M5 receptor; activation, % at 3 µM; 360,000 compounds, 0.3% hits; CHO-K1 hM5, Fluo-8 calcium, ACh EC20 PAM; 0% = ACh EC20, 100% = ACh EC100; P08912;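 active = activation above the run cutoff, the mean activation of all test compounds plus 3 SD, cut at about 18% in these data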
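Assay system: CHO-K1 hM5 cells. Also added: acetylcholine at EC20 concentration, added after compound. Dosing: 3 µM, single dose. Times: compound preincubation 140 s before EC20 acetylcholine addition. Signal: Fluo-8 calcium fluorescence. Measure: % activation relative to EC20 and EC100 ACh responses. Repeats: singlicate, one well per test compound.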
CHRM5 antagonist: antagonists of human muscarinic M5 receptor (CHRM5); CHO-hM5 cells, Fluo-8 calcium fluorescence, ACh EC80; inhibition, % at 3 µM; 360,000 compounds, 0.59% hits; AID 624040;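 active = inhibition above a per-plate cutoff, the mean of that plate's test compounds plus 3 SD, cut at about 27% in these data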;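 also: 0% = acetylcholine EC80 with DMSO and 100% = DMSO without agonist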
M4 ag: CHRM4 agonism in calcium assay; P08173; CHO-K1 hM4/Gqi5, Fluo-8 calcium fluorescence; vehicle 0%, full acetylcholine response 100%; activation, % at 3 µM; 360,000 compounds, 0.14% hits;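 active = activation above the run mean over all test wells plus 3 SD, cut at about 32% in these data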;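 also: peak over basal fluorescence ratio per well then scaled between controls; 0% = DMSO wells and 100% = acetylcholine at EC100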
Target sequence (P08173 whole entry, looked up): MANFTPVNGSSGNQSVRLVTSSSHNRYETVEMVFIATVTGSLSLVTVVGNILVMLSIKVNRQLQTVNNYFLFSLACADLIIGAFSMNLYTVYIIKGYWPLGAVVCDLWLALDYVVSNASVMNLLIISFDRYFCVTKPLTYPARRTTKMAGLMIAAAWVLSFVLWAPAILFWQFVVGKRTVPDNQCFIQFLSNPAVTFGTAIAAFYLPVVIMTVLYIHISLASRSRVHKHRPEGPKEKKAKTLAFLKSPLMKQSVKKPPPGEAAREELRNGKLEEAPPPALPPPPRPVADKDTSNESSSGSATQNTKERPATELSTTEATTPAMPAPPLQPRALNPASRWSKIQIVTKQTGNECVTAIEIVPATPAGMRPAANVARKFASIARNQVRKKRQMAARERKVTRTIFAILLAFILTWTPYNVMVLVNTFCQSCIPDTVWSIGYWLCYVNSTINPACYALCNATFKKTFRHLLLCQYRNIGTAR
CHRM4 PAM: potentiates acetylcholine response at human M4 receptor; P08173; 360,000 compounds, 0.4% hits; activation, % at 3 µM; CHO-K1 hM4/Gqi5, Fluo-8 calcium fluorescence, ACh EC20; 0% = ACh EC20, 100% = maximal ACh;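 active = activation above its plate's cutoff, the mean activation of sample wells plus 3 SD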; also: some results filed as inactive read as strong as hits
CHRM4 antagonist: antagonists of human muscarinic M4 receptor (CHRM4) | inhibition, % at 3 µM | CHO-hM4 cells, ACh EC80, Fluo-8 calcium fluorescence | P08173 | 360,000 compounds, 0.73% hits;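 active = inhibition above its plate's cutoff, the mean inhibition of sample wells plus 3 SD, cut at about 27% in these data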;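 also: 0% = acetylcholine EC80 with DMSO and 100% = DMSO without agonist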
Numbers without * were called inactive.

mol | CHO-K1 Ca PAM | CHO-K1 Ca antag | M5 ag | M1 ag parental | CHRM5 PAM | CHRM5 antagonist | M4 ag | CHRM4 PAM | CHRM4 antagonist
Cc1ccc(S(=O)(=O)N(Cc2cc3ccccc3[nH]c2=O)CC2CCCO2)cc1 (stereo unspecified) | -5 | -20 | 2 | 5.1 | -1 | -2 | 8 | -7 | -11
NS(=O)(=O)c1ccc(NC2=CC(c3ccc(F)cc3)N(c3ccc(S(N)(=O)=O)cc3)C2=O)cc1 (stereo unspecified) | 10 | -9 | 1 | 0.1 | 4 | 4 | 0 | 14 | -3
O=C(/C=C/[C@H]1O[C@@H](n2cnc3c(NC(=O)c4ccccc4)ncnc32)[C@H](O)[C@@H]1O)NCCCN1CCCC1=O | 10 | 10 | 0 | 0.4 | -3 | 5 | 0 | -1 | -2
Cc1nc2ccc(S(=O)(=O)NCC(=O)N(C)Cc3ccccc3)cc2s1 | 14 | -16 | 4 | 2.2 | -2 | 4 | 1 | 3 | -1
O=C(Cc1nnc(NC(=O)c2cccc([N+](=O)[O-])c2)s1)NCc1ccccc1 | 0 | 4 | -4 | 0.5 | -4 | 15 | 1 | 4 | 2
O=C(NCc1ccc(Cl)cc1)C1CCN(S(=O)(=O)c2cccs2)CC1 | 6 | -8 | -1 | 7.0 | -7 | 17 | 4 | -2 | 3
COc1ccccc1C(=O)n1nc(-c2cccnc2)nc1N | -8 | 7 | -2 | -0.2 | -5 | 7 | 0 | 7 | -3
CC(C)C[C@H]1CN([C@@H](CC(C)C)CN2CCC[C@H]2CN2C(=O)C(=O)NC[C@@H]2Cc2ccc(O)cc2)C(=O)C(=O)N1CCc1ccccc1 | 21 | -11 | -2 | 0.1 | -3 | 5 | 0 | 2 | 3
CN(C)C=Nc1ncc2c([nH]c3ccccc32)c1C#N | 16 | -4 | -2 | 5.6 | -1 | 3 | 2 | -4 | 0
S=C(Nc1ccccc1)N1CCN(c2ccccc2)CC1 | -12 | 0 | 4 | 1.6 | 5 | 6 | 9 | 6 | 2
COc1ccc(C(CNCC(O)COc2c(C)ccc(C)c2C)N(C)C)cc1 (stereo unspecified) | 7 | 1 | -2 | 2.5 | 6 | 0 | 2 | 3 | 1
CCN(c1ccccc1)S(=O)(=O)c1ccc(Cl)c(NC(=O)CNC(C)c2ccccc2)c1 (stereo unspecified) | 7 | -24 | -7 | -0.1 | -14 | -1 | 1 | 6 | -17

Given with two lines to a compound: two of the compounds above.
Every second line gives: CHO-K1 Ca PAM | CHO-K1 Ca antag | M5 ag | M1 ag parental | CHRM5 PAM | CHRM5 antagonist | M4 ag | CHRM4 PAM | CHRM4 antagonist
CC(C)C[C@H]1CN([C@@H](CC(C)C)CN2CCC[C@H]2CN2C(=O)C(=O)NC[C@@H]2Cc2ccc(O)cc2)C(=O)C(=O)N1CCc1ccccc1
  21 | -11 | -2 | 0.1 | -3 | 5 | 0 | 2 | 3
COc1ccc(C(CNCC(O)COc2c(C)ccc(C)c2C)N(C)C)cc1 (stereo unspecified)
  7 | 1 | -2 | 2.5 | 6 | 0 | 2 | 3 | 1

The listing continues.
mol | CHO-K1 Ca PAM | CHO-K1 Ca antag | M5 ag | M1 ag parental | CHRM5 PAM | CHRM5 antagonist | M4 ag | CHRM4 PAM | CHRM4 antagonist
CN(C)CCNC(=O)c1ccccc1-c1ccccc1 | -6 | 13 | -11 | -0.7 | 7 | -7 | 1 | 3 | -12
CCn1nccc1NC(=O)c1csc([C@@H]2C[C@H](O)[C@@H](CO)O2)n1 | 7 | 0 | 1 | -0.3 | -1 | 1 | 0 | 7 | -13
CN(CCC#N)CC(=O)Nc1ccc(S(N)(=O)=O)cc1 | 25 | -11 | -1 | 0.3 | 2 | -5 | 2 | 16 | -15
COc1ccc(NC(=O)C(c2ccc(C)cc2)N(C)C(=O)CC2NC(=O)NC2=O)cc1 (stereo unspecified) | 8 | -14 | 0 | 0.4 | -8 | 2 | 1 | 9 | -8
COc1ccc(C2=Nc3ccccc3NC(=O)C2N(Cc2ccc(F)cc2)C(=O)c2ccco2)cc1 (stereo unspecified) | -7 | 19 | 1 | 0.0 | -6 | 6 | -1 | -10 | 2
O=C1C2C(C(=O)N1CCc1ccccc1)C1C=CC2C12CC2 (stereo unspecified) | 3 | -27 | -7 | 0.8 | -7 | -4 | 2 | -12 | 16
COc1ccccc1/C=C/C(=O)c1c2c(c(C)[nH]c1=O)CCCC2 | 1 | -23 | 1 | 0.2 | 4 | 4 | 2 | -2 | 11
O=C(N/N=C/c1ccc(O)cc1)c1cc(C23CC4CC(CC(C4)C2)C3)[nH]n1 | -4 | -9 | 1 | 0.5 | 0 | -2 | 0 | -8 | -8
Clc1cccc2sc(N3CCCCC3)nc12 | 14 | -1 | -5 | -0.1 | 7 | -8 | -2 | 3 | -1
O=C(NCCCN1CCCC1=O)Nc1ccccc1Cl | 13 | 12 | -4 | 0.5 | 5 | -9 | 0 | -1 | 4
CCOc1ccccc1NS(=O)(=O)c1ccc2oc(=O)ccc2c1 | 8 | -1 | 2 | 11 | 0 | 1 | 6 | -3 | -15
C=CCNC(=S)N(CC=C)C1CCS(=O)(=O)C1 (stereo unspecified) | 8 | -3 | -1 | 0.9 | 3 | -3 | 0 | 10 | -25

Gathered by group, the entries above with fluorine
mol | CHO-K1 Ca PAM | CHO-K1 Ca antag | M5 ag | M1 ag parental | CHRM5 PAM | CHRM5 antagonist | M4 ag | CHRM4 PAM | CHRM4 antagonist
NS(=O)(=O)c1ccc(NC2=CC(c3ccc(F)cc3)N(c3ccc(S(N)(=O)=O)cc3)C2=O)cc1 (stereo unspecified) | 10 | -9 | 1 | 0.1 | 4 | 4 | 0 | 14 | -3
COc1ccc(C2=Nc3ccccc3NC(=O)C2N(Cc2ccc(F)cc2)C(=O)c2ccco2)cc1 (stereo unspecified) | -7 | 19 | 1 | 0.0 | -6 | 6 | -1 | -10 | 2

Further structures follow.
mol | CHO-K1 Ca PAM | CHO-K1 Ca antag | M5 ag | M1 ag parental | CHRM5 PAM | CHRM5 antagonist | M4 ag | CHRM4 PAM | CHRM4 antagonist
CSc1ccccc1C(=O)C1CCCN(S(=O)(=O)N(C)C)C1 (stereo unspecified) | -12 | 13 | -4 | 0.0 | 4 | 6 | 2 | -5 | 2
O=C(Nc1cc(C(=O)N2CCCC2)ccc1N1CCCC1)c1ccccc1F | 9 | -8 | 4 | -0.4 | 11 | -14 | -3 | 16 | -16
CCOC(=O)c1c(NC(=O)c2ccco2)n(C2CCCCC2)c2nc3ccccc3nc12 | 9 | 4 | 2 | 2.0 | 7 | 0 | 1 | 10 | 5
CCC(Oc1ccccc1)C(=O)OCC(=O)Nc1c(C)nn(-c2ccccc2)c1C (stereo unspecified) | 16 | 0 | 3 | 7.9 | -3 | -3 | 7 | 1 | -8
CCC(C)C(=O)Nc1ccc(S(=O)(=O)N2CCCC2)cc1 (stereo unspecified) | 13 | -6 | 4 | 0.5 | -1 | 10 | 1 | 3 | -10
O=C(c1ccc2c(c1)N(Cc1ccc(F)cc1)C(=O)CS2)N1CCOCC1 | 8 | -8 | -5 | 0.6 | -14 | 21 | 1 | -7 | 3
Cc1ccc2c(c1)nnn2C1CCN(C(=O)C2CCCCC2)CC1 | 15 | -18 | -1 | 1.9 | -6 | -6 | 5 | -3 | -14
COC(=O)c1c(NC(=O)c2cccnc2Cl)sc(C(=O)N(C)C)c1C | -6 | 14 | 0 | 0.9 | 3 | -5 | 2 | 6 | -1
CCCCN(C(=O)C1CC(=O)N(CCc2ccc(OC)c(OC)c2)C1)c1c(N)n(CC(C)C)c(=O)[nH]c1=O (stereo unspecified) | -18 | -5 | 2 | 0.2 | 7 | 4 | 3 | 1 | -1
C/C(=N\NC(=O)c1nn(C)cc1Br)c1ccncc1 | 14 | -7 | -3 | 0.4 | -5 | 1 | 2 | -2 | -22
Cc1ccc(/C=N/NC(=O)CSc2ccccn2)o1 | 21 | -20 | -3 | 0.3 | -3 | 8 | 1 | -3 | -6
O=S(=O)([N-]c1nc2ccccc2nc1-[n+]1ccc(-c2ccncc2)cc1)c1ccccc1 | 17 | -2 | -1 | 1.6 | 4 | 0 | 1 | -1 | -3
COc1ccc(S(=O)(=O)Nc2nc3ccccc3s2)cc1OC | 16 | -1 | 5 | 4.2 | 1 | -4 | 7 | -4 | 13
CNc1ccc(/C=C(\C#N)C(=O)Nc2ccccn2)cc1[N+](=O)[O-] | -6 | 3 | -3 | -0.1 | 5 | -8 | 2 | 9 | -27
Cn1c(N)c(C(=O)COC(=O)CSc2ccc3ccccc3c2)c(=O)n(C)c1=O | 17 | 0 | -3 | 1.7 | -5 | 15 | 2 | -6 | -1
COc1cc(C2CC(=O)Oc3cc(C)c(Cl)c(C)c32)cc(OC)c1OC (stereo unspecified) | 34 | -22 | -1 | 0.9 | -2 | 8 | -1 | 3 | -8
COc1ccc(C(=O)NCCNc2ccc([N+](=O)[O-])cn2)cc1 | -6 | 2 | 0 | 3.1 | -7 | 13 | 12 | -10 | 8
O=C1NC(=O)/C(=C/c2ccccn2)S1 | 10 | -6 | 2 | 0.4 | -5 | 13 | 0 | 1 | -2
COc1cc(CNC(=O)Nc2nc(C(N)CCc3ccccc3)cs2)cc(OC)c1OC (stereo unspecified) | 9 | -3 | 0 | 0.1 | 1 | -3 | 0 | -4 | 1
COC(=O)CC1COc2ccccc2N1C(=O)c1ccc(Cl)cc1 (stereo unspecified) | 4 | -4 | -3 | 0.2 | 2 | 6 | -1 | -11 | 16
CCCCNC(=S)NNC(=O)CCn1cc(C)cn1 | 20 | -6 | -6 | 0.2 | 0 | -2 | 1 | 5 | -12
CCn1c(SCC(=O)Nc2ccc3c(c2)OCCO3)nnc1-c1cccnc1 | 20 | -4 | -1 | 0.8 | -2 | 7 | 1 | -1 | 5
Cc1noc(C)c1COc1ccc(C(=O)OCC(=O)N2c3ccccc3NC(=O)C2(C)C)cc1 | 5 | 6 | 5 | 8.1 | -18 | 16 | 22 | -17 | 20
Cc1ccc(CN(Cc2cc3cccc(C)c3[nH]c2=O)C(=S)NCCCN(C)C)cc1 | -2 | 1 | -11 | 0.9 | 2 | 6 | 10 | -5 | 7
COC(=O)c1sc(NC(=O)/C=C/c2ccccc2Cl)nc1C | 1 | -1 | 1 | 0.4 | -6 | 15 | 2 | -4 | 4
C/C(=N/NC(=O)c1ccncc1)c1ccccc1 | 9 | -5 | 1 | 0.4 | 0 | 7 | 0 | 4 | 0

Screens: PubChem BioAssay, The Scripps Research Institute Molecular Screening Center
